From PubChem BioAssay
M4 PAM = human M4 muscarinic receptor positive allosteric modulators, primary screen, CHO-K1 cells, Fluo-8 calcium fluorescence; 0.4% of 360,000 active; activation, % at 3 µM; Muscarinic acetylcholine receptor M4 (Homo sapiens), P08173; AID 624126, 2012; CHO-K1 hM4/Gqi5, ACh EC20; 0% = ACh EC20, 100% = maximal ACh;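 active = activation above its plate's cutoff, the mean activation of sample wells plus 3 SD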; note: some results filed as inactive read as strong as hits
TAAR1 agonist = human TAAR1 agonists, primary screen, Fluo-8 calcium fluorescence, CHO RD-HGA16 cells; vehicle wells 0%, saturating PEA agonist 100%; activation, % at 3 µM; 0.99% of 360,000 active;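 active = activation above the mean activation of all test compounds in the run plus 3 SD, cut at about 38% in these data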
Target sequence (Q96RJ0 whole entry, looked up): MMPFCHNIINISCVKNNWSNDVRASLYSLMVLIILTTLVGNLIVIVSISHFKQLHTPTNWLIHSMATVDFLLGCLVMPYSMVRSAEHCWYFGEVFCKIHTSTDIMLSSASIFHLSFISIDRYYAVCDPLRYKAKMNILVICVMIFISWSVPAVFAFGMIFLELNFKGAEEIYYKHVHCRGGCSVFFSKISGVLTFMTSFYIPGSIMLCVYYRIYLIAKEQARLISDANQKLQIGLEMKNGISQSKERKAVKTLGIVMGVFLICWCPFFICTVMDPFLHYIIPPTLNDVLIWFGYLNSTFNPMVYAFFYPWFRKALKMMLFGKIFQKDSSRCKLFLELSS
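Test system: RD-HGA16 (CHO) cells co-expressing Gα16 and hTAAR1 / Benchmarks: DMSO vehicle as 0%, PEA at EC100 as 100% / Repeats: no replicates (n 1) / Measure: % activation from peak over basal fluorescence ratio, DMSO-to-PEA scaled / Timing: 17-24 h plating, Fluo-8 75 min 37 °C, 30 min RT / Technique: kinetic Fluo-8 calcium fluorescence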
TAAR1 antag = human TAAR1 antagonists, primary screen, Fluo-8 calcium fluorescence, CHO RD-HGA16 cells; Trace amine-associated receptor 1 (Homo sapiens), Q96RJ0; antagonist; inhibition, % at 3 µM; 1.5% of 360,000 active;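 active = inhibition above a per-plate cutoff, the mean inhibition of test compounds on that plate plus 3 SD, cut at about 49% in these data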;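 note: 0% = DMSO plus EC80 beta-PEA response and 100% = DMSO alone without agonist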
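System: RD-HGA16 CHO cells with stable hTAAR1 and Gα16 | Probe or stimulus: EC80 β-phenethylamine stimulus | Dosing: 3 µM, single point | Times: Dye loading 75 min at 37 °C, then 30 min room temperature | Measured by: Fluo-8 calcium-sensitive fluorescence | Read-out basis: % inhibition of agonist calcium response | Replicates: n of 1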
M1 PAM parental = nonselective calcium activators in parental CHO-K1 cells, primary screen, counter-screen for M1 PAM project, cell-based, Fluo-8 calcium fluorescence, full deck, 1536-well; ATP EC20; 0% at ATP EC20, 100% at ATP max; activation, % at 3 µM; 0.02% of 360,000 active; AID 602247, 2012;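 active = activation above the run cutoff, the mean activation of all test compounds plus 3 SD, cut at about 40% in these data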;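 note: peak over basal fluorescence ratio in a 140 s read after ATP addition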
CRFBP-R2 block = antagonists of CRF-BP/CRF-R2 complex, primary screen, cell-based, HEK293, calcium dye fluorescence, uHTS; AID 588475, 2011; CRF-induced calcium fluorescence; inhibition, % at 11.8 µM; 0.59% of 350,000 active;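 active = inhibition of the ligand-induced calcium signal above about 50% at the single tested concentration, limit read from the data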
M5 PAM = human M5 muscarinic receptor positive allosteric modulators, primary screen, CHO-K1 cells, Fluo-8 calcium fluorescence; activation, % at 3 µM; AID 624038, 2012; CHO-K1 hM5, ACh EC20 PAM; 0% = ACh EC20, 100% = ACh EC100; 0.3% of 360,000 active; Muscarinic acetylcholine receptor M5 (Homo sapiens), P08912;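 active = activation above the run cutoff, the mean activation of all test compounds plus 3 SD, cut at about 18% in these data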
Target sequence (P08912 whole entry, looked up): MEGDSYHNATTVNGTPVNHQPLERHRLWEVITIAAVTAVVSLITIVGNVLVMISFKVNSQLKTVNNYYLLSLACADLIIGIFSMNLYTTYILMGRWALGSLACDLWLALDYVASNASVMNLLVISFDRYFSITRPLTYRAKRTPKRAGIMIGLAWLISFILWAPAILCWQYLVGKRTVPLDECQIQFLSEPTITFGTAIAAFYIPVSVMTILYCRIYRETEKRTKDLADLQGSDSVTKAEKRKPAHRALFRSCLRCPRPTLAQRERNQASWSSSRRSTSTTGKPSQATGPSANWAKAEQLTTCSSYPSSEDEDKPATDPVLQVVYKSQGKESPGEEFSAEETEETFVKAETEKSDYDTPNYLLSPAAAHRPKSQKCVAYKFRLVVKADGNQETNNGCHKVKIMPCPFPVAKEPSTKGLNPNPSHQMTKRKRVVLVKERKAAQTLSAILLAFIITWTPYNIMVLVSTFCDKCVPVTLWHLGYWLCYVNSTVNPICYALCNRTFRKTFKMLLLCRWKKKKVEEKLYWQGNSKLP
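Test system: CHO-K1 hM5 cells / Doses: single-point, 3 µM nominal / Times: Post-acetylcholine fluorescence recording 140 s / Technique: Fluo-8 calcium fluorescence / Measure: Max/basal fluorescence ratio as % of EC20–EC100 ACh window / Benchmarks: low control EC20 acetylcholine (0%), high control EC100 acetylcholine (100%) / Replicates: one well per compound, no replicates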
M5 antag = human M5 muscarinic receptor antagonists, primary screen, CHO cells, Fluo-8 calcium fluorescence | AID 624040, 2012 | Muscarinic acetylcholine receptor M5 (Homo sapiens), P08912 | CHO-hM5 cells, ACh EC80 | inhibition, % at 3 µM | 0.59% of 360,000 active;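 active = inhibition above a per-plate cutoff, the mean of that plate's test compounds plus 3 SD, cut at about 27% in these data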;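 note: 0% = acetylcholine EC80 with DMSO and 100% = DMSO without agonist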
CRFR2-BP ag = agonists of CRF-BP/CRF-R2 complex, primary screen, cell-based, HEK293, calcium dye fluorescence, uHTS. calcium dye fluorescence (FLIPR); percent of saturating CRF peptide response. activation, % at 13.2 µM. CRF-binding protein / CRF receptor 2 complex (human). AID 588473, 2011. 0.46% of 350,000 active;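 active = activation of at least 50%, plus an integration ratio under a set limit after plate pattern correction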;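 note: plate controls were neutral control wells without compound for no effect and CRF at EC100 for full effect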
M5 ag = human M5 muscarinic receptor agonists, primary screen, CHO-K1 cells, Fluo-8 calcium fluorescence. CHO-K1 hM5 cells; 0% DMSO wells, 100% maximal acetylcholine response. 0.19% of 360,000 active. activation, % at 3 µM. Muscarinic acetylcholine receptor M5 (Homo sapiens), P08912;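 active = activation above the run's mean over test compounds plus 3 SD, cut at about 23% in these data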;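 note: signal is peak over basal fluorescence ratio across the kinetic read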
Numbers without * were called inactive; . = no result given. Not a hit list (roughly 4.2% active in at least one column).

SMILES	M4 PAM	TAAR1 agonist	TAAR1 antag	M1 PAM parental	CRFBP-R2 block	M5 PAM	M5 antag	CRFR2-BP ag	M5 ag
O=C(NCc1cccnc1)c1cc(Sc2ccccc2Cl)nc2ccccc12	-15.1	11.1	32.7	-10.9	-55.0	16.9	20.6	6.5	0.4
CCN1C(=O)[C@H]2[C@@H](c3ccc(C(F)(F)F)cc3)N[C@]3(CCCN(Cc4ccc(C)cc4)C3=O)[C@H]2C1=O	8.0	-2.4	-6.0	-2.9	-10.2	-0.1	1.0	0.1	-2.0
Cc1ccc(S(=O)(=O)NN=Cc2ccco2)cc1	-0.6	1.5	-9.9	3.6	6.8	-4.9	0.5	2.2	-0.5
Cc1ccc(S(=O)(=O)N2CCOCC2)cc1NC(=O)Cn1c(=O)ccn(Cc2ccccc2)c1=O	0.8	-0.2	-4.0	-12.2	-5.8	6.5	3.6	1.0	-1.1
Cc1cc(=O)[nH]c(SCC(=O)N2CCCCC2)n1	2.5	7.6	-16.6	21.6	6.3	-0.7	7.6	-0.9	0.5
CCn1c(COc2ccccc2)nnc1SCC(=O)c1cccc([N+](=O)[O-])c1	-4.6	9.7	-11.5	-6.5	13.7	-11.0	11.6	0.8	0.9
COc1ccc(CC(=O)Nc2ccc3c(c2)OC2(CCCC2)O3)c(OC)c1	0.9	-2.5	4.3	4.4	16.8	-4.3	0.0	-0.6	-0.8
COc1cc(/C=C/C(=O)O)cc(OC)c1OC	-0.8	0.5	16.2	-0.5	-0.1	-1.9	4.2	-0.3	1.7
O=C(O)COc1ccc(S(=O)(=O)c2ccc(OCC(=O)O)cc2)cc1	6.6	6.7	-8.4	-7.0	13.1	6.3	-4.7	-0.1	2.2
CC(NCC(=O)NC(=O)NC1CCCC1)c1ccc(Cl)cc1Cl (stereo not drawn)	-5.4	14.2	5.7	12.3	-18.3	-6.6	2.5	-0.7	-3.1
COC(=O)C(C)Sc1ncnc2c1nnn2-c1ccc(F)cc1 (stereo not drawn)	3.4	-0.8	3.2	12.6	30.1	4.1	-4.9	1.7	-2.9
O=C(Nc1ccccc1)c1ccccc1CCc1ccccc1	-5.7	15.4	34.9	10.8	19.9	-5.5	-1.6	5.0	-7.1
OC(c1cccc(Cl)c1)c1nc(-c2cnc3ccccc3c2)cs1 (stereo not drawn)	-2.1	1.8	38.4	-6.4	.	1.1	-6.4	.	0.6
CC(C)n1nc(C(=O)Nc2nc3ccccc3[nH]2)c2ccccc2c1=O	-14.0	2.9	36.9	8.1	-16.2	2.2	-4.8	-1.9	-6.4
CCN(CC)C(=O)c1cccc(NC(=O)CC23CC4CC(CC(C4)C2)C3)c1	-4.3	4.4	-14.7	19.0	-3.9	3.5	5.8	-0.5	-3.4
CCOC(=O)C1CCN(C(=O)CCCn2nc(CC)n3c(cc4occc43)c2=O)CC1	-3.2	-1.5	-30.9	18.6	10.0	5.0	-11.6	-0.4	-4.3
CC1(C(=O)NCCC#N)CCN1C(=O)CC(c1ccccc1)c1ccccc1 (stereo not drawn)	0.9	0.8	24.1	12.8	.	-2.6	-2.2	.	0.2
COc1ccc(CCNC(=O)c2ccccc2OCc2c(C)noc2C)cc1	12.1	2.6	14.0	5.6	-14.5	-5.9	1.9	-3.3	-1.2
Cc1cc(C)c(NC(=O)C[N+](C)(C)CC(O)COc2cccc3ccccc23)c(C)c1 (stereo not drawn)	-4.4	21.9	9.5	-9.0	31.7	-1.9	-1.5	1.1	-7.5
CC1(C)CCC[C@]2(C)[C@H]3CC(=O)O[C@]3(C)CC[C@@H]12	4.0	1.8	-20.9	6.9	36.8	7.2	-8.5	-1.5	-6.3
COCCNc1nc2c(c(=O)n(Cc3cccc(Br)c3)c(=O)n2C)n1C	7.6	0.5	-7.4	0.8	4.7	-4.7	12.9	-0.6	2.3
CCCNC(=O)C[C@@H]1C[C@@H]2c3cc(NS(=O)(=O)c4ccc(OC)cc4)ccc3O[C@@H]2[C@@H](CO)O1	1.0	2.8	-8.6	7.1	10.0	-2.7	-3.5	1.4	1.3
C[C@@H]1CN([C@@H](C)CO)C(=O)CCCn2nncc2CO[C@H]1CN(C)Cc1ccc2c(c1)OCCO2	-2.5	-0.3	-13.3	13.2	0.2	5.7	4.3	-0.3	0.1
CC(=O)c1ccc(S(=O)(=O)NCC(=O)N2CCN(C/C=C/c3ccccc3)CC2)cc1	-2.2	2.2	0.0	0.6	-1.6	-1.7	-5.1	-0.8	1.1
O=S(=O)(NCc1ccccc1)c1ccccc1NCc1ccc(Cl)cc1	-9.2	-0.3	30.1	-0.3	0.1	-6.3	-2.0	13.2	-1.1
Continuation.
SMILES	M4 PAM	TAAR1 agonist	TAAR1 antag	M1 PAM parental	CRFBP-R2 block	M5 PAM	M5 antag	CRFR2-BP ag	M5 ag
COc1ccc(-n2c(C)cc(/C=C3\SC(=S)NC3=O)c2C)cc1	-5.1	-0.1	1.1	-11.6	-50.5	-7.3	3.3	5.4	-4.1
CCN(CC(=O)NCc1cccs1)C(=O)c1ccc(Cl)c(Cl)c1	2.0	1.7	0.8	9.3	9.3	3.8	2.2	-0.6	-0.2
CC[C@]12c3[nH]c4cc(-c5ccco5)ccc4c3CCN1C(=O)[C@@H](CC(=O)NCCCOC)C[C@@H]2C(=O)N1CCN(C(=O)C2CC2)CC1	-2.6	0.5	12.4	-13.2	-6.7	0.6	-7.4	0.2	0.3
Cc1ccn2c(C(=O)N/N=C/c3ccc(Cl)cc3)c(C)nc2c1	-3.4	2.0	-6.0	-10.9	1.5	-4.9	12.2	-1.3	0.3
CC(Nc1nc(-c2ccccc2F)nc2ccccc12)c1ccccc1 (stereo not drawn)	-9.6	-0.9	-9.5	2.7	12.8	1.0	4.1	3.7	-7.0
CNC(=O)c1cc(C(=O)c2ccc(F)cc2C(F)(F)F)c[nH]1	-7.7	4.8	-14.6	2.1	-4.7	-8.6	11.2	4.1	2.3
Cc1ccc(C(=O)NCCc2nnc3ccc(SCC(=O)Nc4cc(C)on4)nn23)cc1	-1.4	-0.3	-14.1	-22.2	-2.3	6.0	0.3	-1.1	1.3
COc1ccc(NC(=O)CSCC(=O)N(C)Cc2cccc(OC)c2OC)cc1	0.2	3.0	-9.5	-33.0	-7.6	-3.0	2.7	1.6	2.3
COc1ccc(NC(=O)C(CC(=O)O)Cc2ccc(Br)cc2)cc1 (stereo not drawn)	-3.4	2.1	-5.5	-2.3	5.9	-7.9	14.7	-2.2	-6.7
CSc1cccc(NC(=O)c2cnn3ccccc23)c1	-0.8	0.2	-27.5	0.7	-9.3	-5.2	5.7	-0.2	-1.9
COc1cccc(CN2CCN(c3ncccn3)CC2)c1OC	-1.0	0.5	-9.8	16.3	-10.2	-3.8	3.4	1.2	-5.0
COc1cccc(CSc2nc3ccccc3cc2C=O)c1	-5.1	11.7	23.4	-2.4	-1.8	3.0	4.0	3.7	-3.5
O=C(c1ccc(-c2ccccc2)c(F)c1)C1CCCN(C(=O)c2cncs2)C1 (stereo not drawn)	-13.9	4.2	-14.2	13.6	-4.2	-15.3	11.1	6.2	-4.1
Cc1sc2ncn(CCn3cnc4sc(C)c(C)c4c3=O)c(=O)c2c1C	11.2	5.5	14.3	26.4	-3.0	0.4	0.1	-2.3	7.5
CS(=O)(=O)N1CCC(C(=O)NCCc2ccccc2)CC1	-0.9	4.6	2.1	10.9	7.7	0.9	-1.1	-0.3	0.2
C=C(C)C(=O)OCCCCCCOc1ccc(C(=O)O)cc1	0.5	4.7	-19.3	19.7	9.7	-0.9	-0.1	-0.5	-5.8
N/C(Cc1ccc([N+](=O)[O-])cc1)=N\OC(=O)c1ccco1	-1.3	4.9	-0.3	7.6	12.0	3.7	5.8	0.5	-3.1
CCC(=O)N1CCN(c2ccc(Cl)cc2NC(=O)c2ccc3c(c2)OCCO3)CC1	-8.9	5.5	20.6	10.8	-4.8	-5.3	4.0	-0.5	-1.0
CCN(CC)S(=O)(=O)c1cccc(C(=O)N/N=C/c2ccc(OC)c(O)c2)c1	-0.1	5.2	7.1	-14.4	0.8	-7.3	4.5	-2.4	3.1
Cc1ccc[n+](CC(=O)N2CCCc3ccccc32)c1	-5.1	0.8	18.4	24.3	-2.0	7.5	3.5	-0.2	-10.7
C[C@H]1CN([C@@H](C)CO)C(=O)CCCn2cc(nn2)CO[C@@H]1CN(C)C(=O)NC1CCCCC1	0.0	2.4	-8.2	4.9	.	-6.7	-3.8	.	5.0
Brc1cc2c(cc1/C=N/Nc1nc3ccccc3s1)OCO2	6.1	1.2	-14.1	0.4	4.0	6.0	8.0	-0.2	-3.4
CCOC(=O)c1cnc2c(-c3ccccc3)cnn2c1C	-0.8	1.1	-3.9	-5.7	-16.2	-2.9	5.4	-0.5	-4.5
CCCc1cc(=O)[nH]c(NCCc2ccccc2)n1	0.9	7.3	2.1	18.6	2.0	-0.9	9.3	0.6	-4.3
COc1ccc(CCNS(=O)(=O)c2cc3c(cc2C)NC(=O)CO3)cc1OC	1.0	2.5	-23.2	12.1	18.5	-1.5	2.7	-7.5	1.0
CC(=O)c1c(C)[nH]c(C(=O)OCc2cc(-c3ccco3)on2)c1C	-0.3	3.8	3.5	-11.7	4.5	-8.8	10.7	-0.7	3.6
CCS(=O)(=O)N1Cc2ccccc2CC1C(=O)Nc1ccc(NC(C)=O)cc1 (stereo not drawn)	5.5	3.5	-1.2	5.4	9.4	-2.3	0.1	-0.4	0.9
O=C1C=C(c2ccccc2)CO1	4.9	4.3	-14.1	30.1	2.0	9.2	2.7	-1.6	-2.6

Some values from the entries so far:
Under M5 PAM, Brc1cc2c(cc1/C=N/Nc1nc3ccccc3s1)OCO2 has the entry 6.0
Under M1 PAM parental, COc1ccc(NC(=O)C(CC(=O)O)Cc2ccc(Br)cc2)cc1 (stereo not drawn) has the entry -2.3

For convenience, some entries already given:
SMILES	M4 PAM	TAAR1 agonist	TAAR1 antag	M1 PAM parental	CRFBP-R2 block	M5 PAM	M5 antag	CRFR2-BP ag	M5 ag
COc1ccc(-n2c(C)cc(/C=C3\SC(=S)NC3=O)c2C)cc1	-5.1	-0.1	1.1	-11.6	-50.5	-7.3	3.3	5.4	-4.1
CCN(CC(=O)NCc1cccs1)C(=O)c1ccc(Cl)c(Cl)c1	2.0	1.7	0.8	9.3	9.3	3.8	2.2	-0.6	-0.2
CC[C@]12c3[nH]c4cc(-c5ccco5)ccc4c3CCN1C(=O)[C@@H](CC(=O)NCCCOC)C[C@@H]2C(=O)N1CCN(C(=O)C2CC2)CC1	-2.6	0.5	12.4	-13.2	-6.7	0.6	-7.4	0.2	0.3
